# hERG rescue – hERG rescue from dofetilide block, primary screen, cell-based, CHO-hERG, FluxOR thallium flux, dofetilide IC70 | 310,000 compounds, 0.51% hits | activation (rescue from dofetilide block), less the hit threshold, % at 10 µM | Voltage-gated inwardly rectifying potassium channel KCNH2 (Homo sapiens), Q12809 | AID 1511, 2009 | dofetilide IC70 present;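 active means activation above the mean of controls blocked by dofetilide plus 5 SD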;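 further: thallium influx through hERG after potassium depolarization seen as dye fluorescence rise; in these data hits start at about 4.7%; inactives centre near -7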
# Target sequence (Q12809 whole entry, looked up): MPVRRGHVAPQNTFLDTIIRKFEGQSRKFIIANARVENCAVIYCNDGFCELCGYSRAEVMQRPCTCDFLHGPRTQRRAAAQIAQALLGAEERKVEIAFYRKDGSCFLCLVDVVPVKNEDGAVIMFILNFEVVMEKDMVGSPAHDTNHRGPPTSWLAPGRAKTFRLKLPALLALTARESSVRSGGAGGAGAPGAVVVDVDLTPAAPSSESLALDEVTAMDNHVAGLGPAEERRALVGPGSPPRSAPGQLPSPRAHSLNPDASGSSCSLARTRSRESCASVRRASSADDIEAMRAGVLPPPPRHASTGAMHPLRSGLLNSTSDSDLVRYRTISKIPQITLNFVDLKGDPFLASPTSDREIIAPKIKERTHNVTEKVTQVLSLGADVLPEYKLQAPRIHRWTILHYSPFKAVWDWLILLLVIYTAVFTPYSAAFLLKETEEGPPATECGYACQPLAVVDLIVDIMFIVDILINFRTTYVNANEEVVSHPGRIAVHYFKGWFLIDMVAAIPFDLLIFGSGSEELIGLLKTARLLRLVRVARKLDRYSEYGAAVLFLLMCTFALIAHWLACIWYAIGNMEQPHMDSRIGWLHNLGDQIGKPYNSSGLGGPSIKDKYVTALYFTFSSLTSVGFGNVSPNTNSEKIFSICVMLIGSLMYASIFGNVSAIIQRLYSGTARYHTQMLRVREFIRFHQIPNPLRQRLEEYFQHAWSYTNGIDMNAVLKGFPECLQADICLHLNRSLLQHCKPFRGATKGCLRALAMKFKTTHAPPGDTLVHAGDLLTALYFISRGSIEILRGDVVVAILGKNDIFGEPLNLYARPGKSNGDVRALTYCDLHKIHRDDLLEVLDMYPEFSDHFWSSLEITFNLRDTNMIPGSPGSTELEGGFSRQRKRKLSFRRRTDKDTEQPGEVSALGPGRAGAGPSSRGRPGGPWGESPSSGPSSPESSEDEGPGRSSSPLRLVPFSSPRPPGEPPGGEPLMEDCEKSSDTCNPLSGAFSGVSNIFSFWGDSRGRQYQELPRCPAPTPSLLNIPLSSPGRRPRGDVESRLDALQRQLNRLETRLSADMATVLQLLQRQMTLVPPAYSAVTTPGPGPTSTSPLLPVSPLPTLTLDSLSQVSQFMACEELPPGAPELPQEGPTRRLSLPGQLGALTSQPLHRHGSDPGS
# Dyrk1A ADPGlo – rat Dyrk1A kinase inhibitors, primary screen, biochemical, single point, plate reader. Dual specificity tyrosine-phosphorylation-regulated kinase 1A (Rattus norvegicus), Q63470. ADP-Glo luminescence, NFATc1 peptide. inhibition, % at 12.5 µM. 310,000 compounds, 0.43% hits; in the data active means inhibition above about 50%;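 further: plate controls were vehicle with enzyme for no effect and no enzyme for full effect; many of its hits are not listed in these tables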
# HDAC3 inhib – HDAC3 deacetylase inhibitors, primary screen, biochemical, fluorescence, cell-free homogeneous | Histone deacetylase 3 (Homo sapiens), O15379 | recombinant HDAC3, fluorogenic peptide/trypsin coupled | inhibition, % at 8.3 µM | 320,000 compounds, 0.15% hits | AID 2718, 2010; in the data active means inhibition above about 26%, passing the limit was not always enough; inconclusive means no clear call, values can overlap the other calls
# PolyA inh – polyadenylation inhibitors in yeast reporter cells, primary screen, luminescence, S. cerevisiae. calls only at 12 µM. 300,000 compounds, 0.02% hits. S. cerevisiae SKY197-pL101 polyadenylation reporter, beta-gal luminescence; efflux-impaired pdr1/pdr3 knockout yeast; score 100 = 6 SD above DMSO;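 active means lowest replicate activity score at least 50, where 100 means six control SD above control mean; inconclusive means lowest score under 50 but half or more replicates reach 50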;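 further: yeast exposed to compound for 9 h at 30 °C; higher score means more reporter readthrough which indicates perturbed polyadenylation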
# GSK3B inh – human GSK3beta kinase inhibitors, primary screen, biochemical, cell-free homogeneous, HTS; AID 2097, 2009; GST-GSK3beta kinase, ADP-Glo luminescence, 60 min; active compounds read low; 300,000 compounds, 0.038% hits; Glycogen synthase kinase-3 beta (Homo sapiens), P49841; activity score (negative = inhibition), % at 10 µM;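 active means more than half of replicate wells score below -50%, meaning over 50% inhibition versus plate controls; inconclusive means some replicates but at most half score below -50%; inactive means no replicate scores below -50%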;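 further: 0% = median DMSO wells and -100% = median GW8510 positive control wells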
#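 Test system – GST-tagged human GSK3beta kinase, cell-free · Incubation – 60 min enzyme reaction, room temperature · Signal – ADP-Glo luminescence · Also added – peptide substrate and ATP at 25 µM · Controls – DMSO neutral wells and GW8510 at 20 µM as positive · Buffer or medium – Tris/MgCl2 kinase buffer · Measure – Luminescence-derived activity versus plate DMSO and GW8510 wells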
# KCNK9 block – KCNK9 potassium channel inhibitors, primary screen, HEK293 cells, thallium flux; Potassium channel subfamily K member 9 (Homo sapiens), Q9NPC2; FluxOR thallium flux fluorescence; active compounds read low; B-score at 10 µM; 310,000 compounds, 1.2% hits;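 active means ratio B-score over 3 SD below the library mean, with starting fluorescence within 5 SD of its mean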;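 further: negative B-score means less thallium flux so channel inhibition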
# GSK3 alpha inh – blockers of GSK3A enzyme activity – biochemical, luminescence, cell-free homogeneous, HTS, primary screen | Glycogen synthase kinase-3 alpha (Homo sapiens), P49840 | GSK-3 alpha kinase, ADP-Glo luminescence, 60 min | inhibition, % at 10 µM | 320,000 compounds, 0.1% hits | AID 2650, 2010;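 in the data active means inhibition above about 50%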;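 further: GST-tagged GSK-3 alpha with peptide substrate and 25 µM ATP; 0% = DMSO neutral wells and 100% = GW8510 positive control wells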
# KCNQ1 block – inhibitors of human KCNQ1 channel, primary screen, cell-based, thallium flux, high-throughput; Potassium voltage-gated channel subfamily KQT member 1 (Homo sapiens), P51787; CHO-K1 KCNQ1, FluxOR thallium flux fluorescence; active compounds read high; B-score at 10 µM; 310,000 compounds, 1.3% hits; AID 2642, 2010;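 active means compounds whose thallium flux B-score, printed positive for inhibition, exceeds three library SD while starting fluorescence stays within three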;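 further: channel opened by potassium depolarization with thallium stimulus after 20 min compound exposure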
# KCNK3 inh – human KCNK3 channel inhibitors, primary screen, CHO cells, FluxOR thallium flux, B-score | Potassium channel subfamily K member 3 (Homo sapiens), O14649 | FluxOR fluorescence; active compounds read low | B-score at 10 µM | 340,000 compounds, 0.84% hits;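 active means B-score under library mean minus 4 SD, starting fluorescence ratio at most library mean plus 5 SD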;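 further: more negative B-score means stronger inhibition of thallium flux through KCNK3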
# KCNQ1 pot – potentiators or activators of KCNQ1 channel, primary screen, cell-based, thallium flux, high-throughput. Potassium voltage-gated channel subfamily KQT member 1 (Homo sapiens), P51787. CHO-K1 KCNQ1, thallium flux FluxOR fluorescence; active compounds read high. AID 2648, 2010. B-score at 10 µM. 310,000 compounds, 0.35% hits;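 active means fluorescence ratio B-score, a plate-corrected score, at least three library SD, with initial intensity B-score within 5 SD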
#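 Medium – assay buffer, equal DMSO in all wells · Material – CHO-K1 cell line with stable KCNQ1 potassium channel expression · Signal – kinetic FluxOR thallium fluorescence, 10-s 1-Hz baseline, 110-s post-stimulus read · Compound – single concentration per compound, DMSO matched to controls · Schedule – 37 °C overnight plating, 90-min dark dye load, 20-min compound pretreatment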
# RGS4 pot – RGS4 potentiators or activators, primary screen, cell-based, HEK293 M3R inducible RGS4, calcium flux. carbachol calcium flux Fluo4; active compounds read low. B-score at 10 µM. 310,000 compounds, 0.92% hits. AID 463111, 2010;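 active means B-score of the integrated calcium signal more than 4 SD below the library mean, with starting fluorescence not abnormally high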;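 further: negative B-score means reduced calcium response which marks RGS4 activation or potentiation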
#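 test system = M3R-expressing HEK293 line, RGS4 induced by doxycycline | probe or stimulus = carbachol at ECmax as muscarinic agonist stimulus | timing = dye loading 30 min 37 °C, buffer rest 30 min RT | signal = calcium dye Fluo4 fluorescence | evaluation = B score from integrated fluorescence ratio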
# Active calls of the source: *; i = inactive; ? = inconclusive; . = not tested or not shown. Some of the compounds tested. The share of hits here may be higher or lower than overall.
SMILES,hERG rescue,Dyrk1A ADPGlo,HDAC3 inhib,PolyA inh,GSK3B inh,KCNK9 block,GSK3 alpha inh,KCNQ1 block,KCNK3 inh,KCNQ1 pot,RGS4 pot
Cc1ccc(S(=O)(=O)N2CCC(C(=O)C3C(=O)CCCC3=O)CC2)cc1,-6,7,8,i,3,i,-4,i,i,i,i
CCOc1cc(/C=C2\CCn3c2nc2cc(Cl)ccc2c3=O)ccc1O,-7,-2,-10,i,0,i,-2,i,i,i,i
COc1cc(Cn2c(N)c(C#N)c3nc4ccccc4nc32)cc(OC)c1,-12,-6,2,i,1,i,3,i,i,i,i
CC(C)Oc1ccc(CCNC(=O)C2CCC(=O)N(Cc3cccc(F)c3)C2)cc1 (centres undefined),-9,5,-3,i,-1,i,-4,i,i,i,i
COc1ccc(OCc2cc(C(=O)N3CCCC(OC)C3)no2)c2ccccc12 (centres undefined),-6,18,7,i,4,i,1,i,i,i,i
CCOC(CNC(=O)CN1C(=O)COc2ccc(S(=O)(=O)N3CCOCC3)cc21)OCC,-9,1,.,i,-6,i,.,i,i,i,i
COc1ccc(CCNC(=O)CSc2ccccn2)cc1OC,-10,1,-1,i,.,i,-1,i,i,i,i
CN1CCc2c(C#N)c(N3CCCCC3)nc(N3CCOCC3)c2C1,-1,.,4,i,0,i,11,i,.,i,i
CCN(CC(=O)NCc1cccs1)C(=O)c1ccc([N+](=O)[O-])o1,-10,-15,2,i,-4,i,-1,i,i,i,i
Cc1cc(C)n(-c2nc3sc4c(c3c3nnc(SCC(N)=O)n23)CC(C)(C)OC4)n1,-2,5,.,i,-1,i,.,i,i,i,i
Cc1ccc(SCC(=O)Nc2cc([N+](=O)[O-])ccc2O)cc1,-4,-5,16,i,3,i,1,i,i,i,i
O=C(NCCc1ccccc1)C1CCN(Cc2cccc3ccccc23)CC1,-7,0,3,i,1,i,-1,i,i,i,i
COc1ccc(/C(C)=N/N2C(C)CCCC2C)c(OC)c1 (centres undefined),-6,-3,2,i,3,i,0,i,i,i,i
COCCN(C(=O)COC(=O)c1ccc(C)s1)c1c(N)n(Cc2ccccc2)c(=O)[nH]c1=O,-6,.,2,i,2,i,-4,i,i,i,i
CC(C)(C)C(=O)NC1(C(F)(F)F)C(=O)Nc2c1c(=O)[nH]c(=O)n2Cc1ccco1 (centres undefined),-11,2,6,i,-3,i,-2,i,i,i,i
CCC(CC)c1nn2c(N)c(/C=C3\C(C)=Nc4ccccc43)c(=O)nc2s1,-5,.,3,i,-1,i,-6,i,i,i,i
CC1(C)Cc2cccc(OCC(O)CNCc3ccccn3)c2O1 (centres undefined),-10,0,-3,i,1,i,-2,i,i,i,i
O=C(Nc1ccccc1C(=O)O)c1cc(S(=O)(=O)N2CCOCC2)c(Br)s1,-12,1,15,i,1,i,-2,i,i,i,i
N#CCSc1nc2ccc(N3CCOCC3)cc2c(=O)n1CCc1ccccc1,-16,-4,-6,i,5,i,2,i,i,i,i
O=C(CCCOc1ccccc1)NN1C(=O)NC2(CCCCC2)C1=O,-7,-5,-2,i,1,i,-2,i,i,i,i
CCCc1nnc(SCC(=O)N2C(C)CCCC2C)n1CC (centres undefined),-11,-1,3,i,0,i,-4,i,i,i,i
Nc1ccccc1Sc1ccc(C(F)(F)F)cc1[N+](=O)[O-],-12,7,8,i,6,i,-3,i,i,i,i
COc1cc(C2Nc3ccccc3C(=O)N2c2ccccc2OC)ccc1O (centres undefined),-6,13,-9,i,1,i,-2,i,i,i,i
COc1ccc(NC(C)=O)cc1NC(=O)c1ccc(Cl)cc1,-15,-1,-8,i,11,i,-4,i,i,i,i
O=C(NCCCn1ccnc1)c1ccc(Cl)cc1,-8,.,1,i,-8,i,-1,i,i,i,i
COC(=O)/C=C(\C)NC(=O)c1ccccc1Cl,-12,1,1,i,5,i,0,i,i,i,i
Cc1cc(C)c(NC(=S)NC(CO)(CO)CO)c(C)c1,-2,3,4,i,1,i,-1,i,i,i,i
CC(C)(C)n1nnnc1C(c1cccnc1)N1CCN(C(=O)c2ccco2)CC1 (centres undefined),-1,-5,-6,i,-1,i,2,i,i,i,i
CC(=O)c1ccc(N2CCN(S(=O)(=O)c3cc4[nH]c(=O)c(=O)[nH]c4cc3C)CC2)cc1,-7,-10,.,i,-2,i,.,i,i,i,i
Nc1ccc(N2CCN(c3cccc(Cl)c3)CC2)cc1,2,-1,.,.,0,i,.,i,i,i,i
Cc1ccc2cccc(OCCCOc3ccccc3F)c2n1,-3,13,4,i,-3,i,-2,i,i,i,i
CC(OC(=O)c1ccc(-c2ccc([N+](=O)[O-])cc2)o1)C(=O)NC(N)=O (centres undefined),-5,5,-2,i,2,i,-4,i,i,i,i
O=C(Cn1nnc(-c2ccccc2F)n1)Nc1cccc2ncccc12,-2,.,-6,i,-6,i,2,i,i,i,i
Fc1cc(Br)cc(F)c1NC(=S)N1CCOCC1,-6,3,-3,i,-5,i,-2,i,i,i,i
CC(Sc1nncs1)C(=O)NC1CCCCC1C (centres undefined),-9,5,4,i,3,i,0,i,i,i,i
Cc1ccc(C2=NOC3(CC(=O)N(c4ccc(C)cc4)C3=O)C2)cc1 (centres undefined),-8,.,-1,i,-1,i,0,i,i,i,i
Cc1ccc(NC(=S)N/N=C2\CC3CC=CC23)c(C)c1 (centres undefined),-3,19,3,i,0,i,0,i,i,i,i
COc1ccc(Nc2ncnc3sc(C)cc23)cc1,-11,3,2,i,3,i,-1,i,i,i,i
O=C(Cn1cncn1)N/N=C/c1ccncc1,-12,.,-4,i,0,i,-2,i,i,i,i
O=[N+]([O-])c1cccnc1Oc1ccccc1F,-5,3,-8,i,-2,i,1,i,i,i,i
CCOC(=O)C(C)N1C(=O)S/C(=C/c2cc(C)n(-c3ccccn3)c2C)C1=O (centres undefined),-6,1,-5,i,0,i,-9,i,i,i,i
COc1ccc(CCN2C(=O)CCC2(C)C(=O)NCc2cccnc2)cc1OC (centres undefined),-6,2,2,i,-2,i,0,i,i,i,i
COC(=O)c1ccccc1NC(=O)CNC(=O)c1ccc(OC)c(OC)c1,-14,-8,3,i,4,i,-1,i,i,i,i
COCCOC(=O)/C(=C/c1ccc(OC(=O)c2ccccc2)cc1)C(C)=O,-20,0,?,i,1,i,-4,i,i,13*,i
CC(C)c1ccc(C(=O)CC2(O)C(=O)N(CN3CCOCC3)c3ccccc32)cc1 (centres undefined),-10,4,1,i,0,i,-11,i,i,i,i
O=C(O)c1cccc(NC2=C(n3nnc4ccccc43)C(=O)c3ccccc3C2=O)c1,-12,15,4,.,2,i,-1,i,i,i,i
COc1ccc(S(=O)(=O)N2CCN(c3ccc(F)cc3)CC2)cc1OC,-1,-3,-5,i,0,i,-3,i,i,i,i
Cc1nn(S(=O)(=O)c2cccc([N+](=O)[O-])c2)c(C)c1S(=O)(=O)N1CCOCC1,-8,-4,5,i,2,i,-1,i,i,i,i
Cc1ccc(C(=O)N/C(=C\c2ccccc2)C(=O)NCC2CCCO2)cc1 (centres undefined),-8,-1,-2,i,-1,i,-2,i,i,i,i
COc1ccc(OC)c(C(=O)CSc2nc3cccnc3n2C)c1,-6,-1,3,i,4,i,0,i,i,i,i
# More structures.
SMILES,hERG rescue,Dyrk1A ADPGlo,HDAC3 inhib,PolyA inh,GSK3B inh,KCNK9 block,GSK3 alpha inh,KCNQ1 block,KCNK3 inh,KCNQ1 pot,RGS4 pot
CCC(C)CCN1C(Nc2ccccc2)=NC[C@@H]1C (some centres undefined),2,-8,-16,i,1,i,-3,i,i,i,i
O=C(CSc1ncn[nH]1)NNC(=O)c1ccccc1,-14,8,9,i,2,i,-4,i,i,i,i
COc1ccc(C(=O)OCc2nnc(-c3ccccc3)o2)cc1S(=O)(=O)N1CCOCC1,-13,2,-4,i,3,i,1,i,i,i,i
O=C(OCC(=O)N1CCCc2ccccc21)c1cc(Br)ccc1O,-3,-6,-1,i,-2,i,1,i,i,i,i
Nc1nc(-c2cccnc2)nn1C(=O)CCc1ccccc1,-6,-2,1,i,2,i,-1,i,i,i,i
CCn1c(N)nc2c1c(=O)n(C)c(=O)n2C,-6,12,-5,i,-1,i,0,i,i,i,i
COc1cccc(SCc2noc(C(=O)NCCN(C)C)c2C(=O)NCCN(C)C)c1,-4,1,-7,i,-1,i,-2,i,i,i,i
COc1cccc(-n2nc(C(=O)Nc3ccc4c(c3)OCO4)c3ccccc3c2=O)c1,-5,.,14,i,-4,i,-2,i,i,i,i
Cc1csc2cc(-c3cccc([N+](=O)[O-])c3)c(-c3cccc([N+](=O)[O-])c3)c[n+]12,0,-3,3,i,1,i,0,i,i,i,i
CCOC(=O)N1CCN(c2ccc([N+](=O)[O-])cc2)CC1,0,-7,3,i,0,i,-2,i,i,i,i
CCOc1ccc(S(=O)(=O)N2Cc3ccccc3CC2C(=O)NCCCn2ccnc2)cc1 (centres undefined),-10,-10,-6,i,-6,i,-1,i,i,i,i
COc1ccc(Cl)cc1C(=O)N1CCC2(CC1)CC(=O)c1ccccc1O2,-15,-6,-11,i,3,i,-2,i,i,i,i
CC1(C)CC(=O)C=C(NCCN2CCN(C(=O)Nc3ccc(Cl)cc3)CC2)C1,-6,0,-1,i,-1,i,0,i,i,i,i
